Assay outcomes (PubChem)
DT40 TDP1 no CPT: qHTS for Inhibitors of human tyrosyl-DNA phosphodiesterase 1 (TDP1): qHTS in cells in absence of CPT; Potency, µM (doses to about 46.2 µM), for inactives: at the top dose activity change, negative = growth inhibition, most hits filed as inhibitors; 420,000 tested, 15% active; DT40 Tdp1-/- hTDP1 cells, no CPT, ATP luminescence, 48 h; note: nearly all actives have a fitted effect of over 55% in size
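Luminescent ATP content (CellTiter-Glo) served as the growth readout. Knockout chicken DT40 cells expressing human TDP1 were exposed to compounds without camptothecin for a minimum 48 hr at 37 °C.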
TDP1 cell CPT: growth inhibition of DT40 Tdp1-/-;hTDP1 cells with camptothecin (screen for TDP1 inhibitors) | AID 686979 | chicken DT40 Tdp1-/-;hTDP1 cells + 20 nM CPT, ATP luminescence, 48 h | Potency, µM (doses to about 46.2 µM), without a hit: at the top dose activity change, negative = growth inhibition, actives largely listed as inhibitors | 420,000 tested, 12% active; note: nearly all actives have a fitted effect of over 55% in size
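Chicken DT40 Tdp1-/- cells complemented with human TDP1, 400 cells/well, exposed to compounds plus 20 nM camptothecin for at least 48 h at 37 C; viability read as ATP content by CellTiter-Glo luminescence.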
TDP1 inh: inhibitors of human tyrosyl-DNA phosphodiesterase TDP1; Q9NUW8; recombinant TDP1, AlphaScreen DNA substrate cleavage; Potency, µM (titrated, usually from 130 µM), for inactives: top-dose activity change, negative = inhibition, most hits filed as inhibitors; 350,000 tested, 0.28% active; note: nearly all actives have a fitted effect of over 40% in size
Target sequence (Q9NUW8 whole entry, looked up): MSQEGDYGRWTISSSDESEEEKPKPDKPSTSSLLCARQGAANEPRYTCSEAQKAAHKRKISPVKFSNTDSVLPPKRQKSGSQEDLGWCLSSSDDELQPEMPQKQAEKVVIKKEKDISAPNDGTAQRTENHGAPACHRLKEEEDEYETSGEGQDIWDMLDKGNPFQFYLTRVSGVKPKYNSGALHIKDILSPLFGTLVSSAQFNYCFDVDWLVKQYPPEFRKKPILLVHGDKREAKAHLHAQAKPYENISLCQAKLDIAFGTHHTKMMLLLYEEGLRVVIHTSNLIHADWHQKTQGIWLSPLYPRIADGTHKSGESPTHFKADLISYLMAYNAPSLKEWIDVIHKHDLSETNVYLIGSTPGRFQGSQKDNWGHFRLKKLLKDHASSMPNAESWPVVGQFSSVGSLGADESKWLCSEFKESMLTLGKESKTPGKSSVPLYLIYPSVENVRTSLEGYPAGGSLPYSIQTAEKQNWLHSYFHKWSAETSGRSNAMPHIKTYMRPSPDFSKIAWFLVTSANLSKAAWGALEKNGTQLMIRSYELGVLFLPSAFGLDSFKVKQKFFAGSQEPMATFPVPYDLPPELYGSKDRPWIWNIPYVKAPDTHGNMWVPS
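Enzyme-compound mixtures sat 15 min at room temperature, followed by a 5 min reaction with 15 nM final substrate and 10 min with AlphaScreen beads. Recombinant human Tdp1 was used at 1 nM final.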
An asterisk follows results filed as active; ? = inconclusive; . = not tested or not shown; [ ] = another dose, or the depositor's remark. Calls come from the whole dose curve; as a rule, active = well fitted curve in the direction sought with a large enough effect; inconclusive = small, poorly fitted or top-dose-only effect, or another doubt; inactive = no such curve, though single readings can be large; an effect the other way counts as inactive or inconclusive. % is set by controls: 0 for no effect and ±100 for the full control effect; potency is the fitted concentration of half-maximal effect.

SMILES	DT40 TDP1 no CPT	TDP1 cell CPT	TDP1 inh
N#Cc1c(-c2ccccc2)ccn(Cc2ccccc2Cl)c1=O	-9%	-27%	7%
Cc1ccc(C(=O)Oc2cc(N)n(S(=O)(=O)c3ccc(C)cc3)n2)cc1	19%	-1%	0%
C=CCSC1=C(C#N)C(c2ccccc2Cl)C(C(=O)c2cccs2)C(O)(C(F)(F)F)N1 (centres undefined)	16µM*	?	-5%
COc1ccc(N2CCN(C(CNC(=O)c3cccs3)c3ccco3)CC2)cc1 (centres undefined)	-19%	-29%	2%
Cc1nnc2ccc(Oc3ccc(-c4ccccc4)cc3)nn12	?	13µM*	0%
O=C(Nc1cccc(NC(=O)c2ccccc2F)c1)c1ccccc1	?	?	-2%[12.3 µM]
CCN(CC)S(=O)(=O)c1ccc(N2CCOCC2)c(NC(=O)c2ccc3c(c2)OCCO3)c1	21µM*	16µM*	.
CCOC(=O)COc1cc(O)c2c(=O)cc(-c3ccccc3)oc2c1	-1%	2%	3%
COc1ccc(CNC(=S)Nc2ccc(S(N)(=O)=O)cc2)cc1	-24%	?	8%
CC(=O)N1CCc2cc(S(=O)(=O)NCCC(=O)NC3CCN(Cc4ccccc4)CC3)ccc21	-21%	-9%	1%
CC(=O)c1cccc(NC(=O)c2ccccc2-c2ccccc2C(=O)O)c1	3%	-12%	4%
CC(C)CCN1CCN(Cc2cccc3cccnc23)CC1CCO (centres undefined)	?	-8%	5%
O=C(O)CCCNCc1ccccc1F	-25%	-6%	2%
CCOc1ccc(C(C)=O)cc1N1C(=O)C2C(C1=O)C1C=CC2C12CC2 (centres undefined)	-15%	-12%	0%
Cc1cccc(-c2nc3c4ccccc4n(CC(=O)Nc4cc(F)ccc4F)c(=O)n3n2)c1	-22%	-11%	5%
COc1cc(/C=c2/sc3nc(-c4ccccc4)c(-c4ccccc4)n3c2=O)cc(OC)c1OC	10µM*	6.5µM*	4%
CCOC(=O)c1cc(-c2csc(Nc3ccccc3Cl)n2)on1	-6%	0%	0%
CC(C)C(c1nnnn1C1CCCC1)N1CCc2ccccc21 (centres undefined)	?	?	6%
Cc1ccc(NC(=O)C(C)SCC(=O)Nc2ccc(F)cc2)cc1S(=O)(=O)N1CCOCC1 (centres undefined)	-24%	?	.
COc1ccc(C2OC(=O)CC2C(=O)N2CCN(c3cc(Cl)ccc3C)CC2)cc1OC (centres undefined)	?	21µM*	3%

Shown as comma-separated lines: two of the compounds above
smiles,DT40 TDP1 no CPT,TDP1 cell CPT,TDP1 inh
CCOc1ccc(C(C)=O)cc1N1C(=O)C2C(C1=O)C1C=CC2C12CC2 (centres undefined),-15%,-12%,0%
Cc1cccc(-c2nc3c4ccccc4n(CC(=O)Nc4cc(F)ccc4F)c(=O)n3n2)c1,-22%,-11%,5%

Some of the entries above in another layout:
C=CCSC1=C(C#N)C(c2ccccc2Cl)C(C(=O)c2cccs2)C(O)(C(F)(F)F)N1 (centres undefined)
  DT40 TDP1 no CPT: 16µM*
  TDP1 cell CPT: ?
  TDP1 inh: -5%
COc1ccc(C2OC(=O)CC2C(=O)N2CCN(c3cc(Cl)ccc3C)CC2)cc1OC (centres undefined)
  DT40 TDP1 no CPT: ?
  TDP1 cell CPT: 21µM*
  TDP1 inh: 3%

Following part:
SMILES	DT40 TDP1 no CPT	TDP1 cell CPT	TDP1 inh
CCc1ccc(-c2cc(C)no2)cc1S(=O)(=O)NCCN1CCC(C)CC1	?	?	5%
CC1CC(NC(=O)c2c(O)nc3ccccn3c2=O)CC(C)(C)C1 (centres undefined)	-24%	0%	.
CCCNC(=O)CCn1cc(-c2ccc(OC)cc2)nc1CCN	-12%	-19%	1%
CN(C(=O)CC(NC(=O)c1ccccc1)(c1ccccc1)c1ccccc1)c1ccccc1	?	?	2%
COc1ccc(-c2noc(CCC(=O)NCCc3cccc(C)c3)n2)cc1	-27%	?	5%
COc1ccccc1Cc1c(-c2ccc(OC)c(OC)c2)nc2ccc(Br)cn12	5.8µM*	18µM*	.
O=C(Cn1nc(C(F)F)cc1C(F)F)NNC(=S)Nc1ccc(Cl)cc1	-7%	0%	10%
Cc1cc(OCC(O)CN2CCN(c3cccc(Cl)c3)CC2)ccc1Cl (centres undefined)	?	?	.
Cc1ccc(NC(=O)c2cccc(S(=O)(=O)N3CCN(c4ccc(F)cc4)CC3)c2)nc1	?	15µM*	3%
CCSc1nc(N2CCOCC2)c2ccccc2n1	-21%	-22%	0%
CCOc1ccccc1N(C(=O)c1ccco1)C(C(=O)NC1CCCC1)c1cccnc1 (centres undefined)	-2%	0%	5%
Cc1noc(C)c1S(=O)(=O)Nc1ccc2c(c1)C(=O)N([C@H](C)CO)C[C@H](C)[C@@H](CN(C)C(=O)Nc1ccccc1)O2	3%	-15%	2%
CS(=O)(=O)N(CC(N)=O)Cc1ccc(Cl)cc1	5%	0%	-5%
CC(C)(C)c1cc(CN(CCO)CCO)c(O)c(C(C)(C)C)c1	-21%	?	.
COC(=O)C1=C(C(=O)OC)SC(=C2C(=S)C(C)(C)N(C(=O)CC(C)C)c3ccccc32)S1	?	26µM*	12%
O=C(NCC1CCCO1)c1nn2c(c1Cl)NC(c1ccc(F)cc1)CC2C(F)(F)F (centres undefined)	?	16µM*	-4%
Cc1ccc(-c2noc(CN(C3CCCCC3)S(=O)(=O)c3ccc(F)cc3)n2)cc1	18µM*	?	-2%
CCOc1c(N2CCCCC2)c(=O)c1=O	-12%	0%	0%
CCCN1C(=O)C(Cc2nc3ccccc3c(=O)n2CC)c2cc(Br)ccc21 (centres undefined)	1.2µM*	1.2µM*	9%
CCOC(=O)C(C)Oc1c(Br)cc(C2NC(=O)NC(C)=C2C(C)=O)cc1OCC (centres undefined)	-7%	-7%	4%
CCOC(=O)N1CCC(NC(=O)c2cccn3c(=O)c4cc(Br)ccc4nc23)CC1	?	-12%	4%
Cc1ccc(S(=O)(=O)Nc2ccccc2-c2nc3ccccc3[nH]c2=O)cc1	?	-21%	2%
COc1ccc(C(=O)N2CCN(c3ccc(C)cc3C)CC2)cc1OC	26µM*	21µM*	-3%
CCCCn1c(N)c(N(CCOC)C(=O)c2ccc(-c3ccc(Cl)cc3)o2)c(=O)[nH]c1=O	-21%	?	0%
CCOC(=O)C1CCN(C(=O)c2sc3nc(-c4ccccc4)cn3c2C)CC1	18µM*	?	5%
COc1ccccc1OCCC(=O)Nc1nc(C)cs1	-11%	-28%	-1%
Cc1nc2ccccn2c1C(=O)Nc1ccc2c(c1)OCCO2	-24%	-23%	5%
CC(=O)OC1C[C@@]2(C)C(c3ccoc3)OC(=O)C3O[C@@]32[C@]2(C)C(OC(C)=O)CC3C(C)(C)C(OC(C)=O)CC(OC(C)=O)[C@@]3(C)C12 (some centres undefined)	-14%	4%	8%[56.1 µM]
O=C(CN1C(=O)NC2(CCCC2)C1=O)NCC1CCCO1 (centres undefined)	6%	-14%	-1%
COc1cc(/C=N/NC(=O)CN2CCCCC2)ccc1OCc1ccccc1	-14%	3%	3%
CN(C(=S)NC1CCCCC1)C1(c2ccccc2Cl)CCCCC1=O (centres undefined)	?	-22%	11%
Cc1nc2ccc(NC(=O)c3ccc([N+](=O)[O-])cc3)cc2s1	?	?	5%
COc1ccc(CN(C)C[C@H]2OCCCC[C@H](C)Oc3ccc(NC(=O)CCC(F)(F)F)cc3C(=O)N([C@@H](C)CO)C[C@@H]2C)cc1	?	?	.
Cc1ccc(CNC(=O)CCSCCC(=O)NCc2ccc(C)cc2)cc1	4%	-21%	1%
Cc1ccc(NCc2cccn2-c2nnc(N3CCC(C(=O)NCc4ccc(F)cc4)CC3)s2)cc1	18µM*	?	8%
O=C(Nc1nnc([C@@H]2C[C@H](O)[C@@H](CO)O2)s1)c1ccc(Oc2ccccc2)cc1	-17%	3%	.
COc1cccc(CNC(=O)CCCn2c(=O)c3cccn3c3cccnc32)c1OC	?	?	-3%
Cc1ccc(C(=O)N2NC(c3ccccc3F)C3C(=O)N(c4cccc(C)c4)C(=O)C32)cc1 (centres undefined)	2%	-90%	1%
COc1ccc(OC)c(NC(=O)CC2SC(=Nc3ccccc3)N(CCc3ccccn3)C2=O)c1 (centres undefined)	?	23µM*	5%
O=S(=O)(c1ccccc1)N(C1=NCCS1)S(=O)(=O)c1ccccc1	0%	-8%	2%
COc1cccc(S(=O)(=O)N(C)C[C@@H]2Oc3cc(C#CCN(C)C)ccc3S(=O)(=O)N([C@H](C)CO)C[C@@H]2C)c1	?	-18%	.
CCOC(=O)c1nnn(-c2nonc2N)c1-c1ccccc1Cl	?	-18%	1%
Cc1ccc(-c2nc3c4ccccc4n(CC(=O)N4CCN(c5ccc(F)cc5)CC4)c(=O)n3n2)cc1	-16%	-7%	5%
C/C=C\C=C/C(=O)Nc1cccc(C2=NOC3(C2)C[C@@H](C(N)=O)N(C(=O)/C=C/CC)C3)c1 (some centres undefined)	21%	7%	5%
O=C(Nc1ccccc1C(=O)NCc1cccnc1)c1cccc([N+](=O)[O-])c1	-21%	3%	-2%
Cc1c(C(=O)NCC(C)C)sc2ncnc(NCC3CCCO3)c12 (centres undefined)	-9%	4%[9.04 µM]	.
Cc1ccc(NC(=O)c2c(C)oc3ncnc(N4CCCCC4)c23)cc1Cl	16µM*	16µM*	-2%
Cc1ccc(NC(=O)CSCC(=O)Nc2ccccc2C(=O)NC2CC2)cc1	-1%	16%	0%[0.505 µM]
N#Cc1ccsc1NC(=O)CN1CCN(c2ccccn2)CC1	-22%	-13%	4%
O=C(CSc1nc2[nH]ncc2c(=O)n1-c1ccc(Cl)c(Cl)c1)NCc1ccccc1Cl	?	?	5%
COc1ccc(/C=C/c2noc(-c3ccccc3OC(C)=O)n2)cc1	-13%	0%	.
CC(C)[C@@H]1N[C@]2(C(=O)Nc3ccccc32)[C@@H]2C(=O)N(c3cccc(C(F)(F)F)c3)C(=O)[C@@H]21	-14%	?	4%
CS(=O)(=O)c1ccc2nc(NC(=O)CCNC(=O)c3ccc(Cl)cc3)sc2c1	?	-5%	-12%
COC(=O)NNC(=O)CCCOc1ccc(Cl)cc1Cl	-17%	-4%	3%
Cc1cc(N2CCCCC2)nc(N)n1	9%	-20%	3%
COc1ccc(S(=O)(=O)NC(=O)C2(C)CCN2C(=O)Cc2cccc3ccccc23)cc1 (centres undefined)	-5%	4%	.
Cc1ccc(Cl)c(OCC(=O)Nc2sc(C)c(C)c2C#N)c1	-17%	-31%	0%
COc1ccc(N(C)S(=O)(=O)c2cccc(C(=O)OC(C(=O)Nc3cc(C)cc(C)c3)c3ccccc3)c2)cc1 (centres undefined)	-25%	-26%	3%
O=C(CNS(=O)(=O)c1ccccc1)Nc1ccc2c(c1)OCO2	-17%	?	0%
COC(=O)[C@@H](NC(=O)N1CCC(Cc2ccccc2)CC1)C(C)C	-21%	-4%	.
Next part:
SMILES	DT40 TDP1 no CPT	TDP1 cell CPT	TDP1 inh
CCOC(=O)C1=CCN(S(=O)(=O)c2ccc(F)cc2)C1c1ccccc1 (centres undefined)	21µM*	?	.
CC(=O)c1cccc(NC(=O)c2ccoc2C)c1	-2%	9%	-5%
O=C(NCC(=O)N(c1ccccc1F)C(C(=O)NC1CCCC1)c1ccco1)c1ccco1 (centres undefined)	-26%	12%	2%
C=CCNC(=S)NC(CC(=O)OC)c1ccc2c(c1)OCO2 (centres undefined)	15%	-4%	7%
CCOc1ccc(CCNC(=O)C2CC(=O)N(c3ccccc3OCC)C2)cc1OCC (centres undefined)	-7%	-1%	2%
CCOc1ccc(CNC(=O)CCc2c(C)nn(-c3ccc(N4CCOCC4)nn3)c2C)cc1	-14%	-16%	6%
Cc1ccc(N(CC(=O)NCc2ccccn2)S(=O)(=O)c2ccccc2)cc1Cl	?	?	1%
O=C(CCc1nnc(-c2ccccc2)o1)NC1CCCCC1	-5%	0%	3%
Cc1c(Cl)cccc1NC(=O)c1cc2nc(-c3ccc4c(c3)OCO4)cc(C(F)(F)F)n2n1	-19%	-8%	-2%[12.3 µM]
Cc1ccc2cc(CN(Cc3cccs3)Cc3nnnn3CC3CCCO3)c(=O)[nH]c2c1 (centres undefined)	?	?	2%

Quoted at random: 5 records from the list, in no set order.
SMILES	DT40 TDP1 no CPT	TDP1 cell CPT	TDP1 inh
Cc1ccc2cc(CN(Cc3cccs3)Cc3nnnn3CC3CCCO3)c(=O)[nH]c2c1 (centres undefined)	?	?	2%
Cc1c(Cl)cccc1NC(=O)c1cc2nc(-c3ccc4c(c3)OCO4)cc(C(F)(F)F)n2n1	-19%	-8%	-2%[12.3 µM]
CCOC(=O)C1=CCN(S(=O)(=O)c2ccc(F)cc2)C1c1ccccc1 (centres undefined)	21µM*	?	.
O=C(CCc1nnc(-c2ccccc2)o1)NC1CCCCC1	-5%	0%	3%
O=C(NCC(=O)N(c1ccccc1F)C(C(=O)NC1CCCC1)c1ccco1)c1ccco1 (centres undefined)	-26%	12%	2%

Rows are unselected; any-hit rate near 18%.
